Screening results deposited in PubChem by several laboratories.
TROY signal inh = inhibitors of TROY-driven NF-kB signaling, primary screen, Q293 LMP1-TROYcd cells, NF-kB luciferase, uHTS | actives 0.98% (n = 360,000) | Q293 LMP1-TROYcd NF-kB luciferase reporter, 4 h | inhibition, % at 10 µM;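 active = compounds whose plate-normalised and pattern-corrected inhibition of the luciferase reporter signal at the single screening dose is 50% or more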
SRC2 inh = inhibition of GAL4-SRC2 driven luciferase reporter, primary screen, SRC2 inhibitor project, cell-based, luminescence | HEK293 GAL4-SRC2 luciferase reporter | inhibition, % at 9 µM | actives 0.17% (n = 370,000);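 active = inhibition above the mean inhibition of all tested compounds plus 3 SD, set per campaign, cut at about 52% in these data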;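 note: 0% = DMSO treated cells and 100% = cells given Gossypol at 36 µM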
NCOA1 inh = SRC1 coactivator transcriptional activity inhibitors, primary screen, cell-based, luminescence. actives 0.12% (n = 360,000). inhibition, % at 3.6 µM. HEK293 GAL4-SRC1 luciferase reporter;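 active = inhibition above the campaign mean plus 3 SD, with each screening campaign given its own cutoff, cut at about 60% in these data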;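 note: 0% = DMSO treated cells and 100% = gossypol at 36 µM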
TLR9-MyD88 inh = inhibitors of TLR9-MyD88 association in cells, primary screen, cell-based, CHO, BLA complementation, fluorescence. inhibition, % at 4.98 µM. CCF4 FRET ratio. actives 0.21% (n = 340,000). Toll-like receptor 9 (Homo sapiens) + Myeloid differentiation primary response protein …;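 active = inhibition above the mean over all tested compounds plus 3 SD, cut at about 21% in these data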;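 note: 0% = DMSO only wells and 100% = clavulanate BLA inhibitor control wells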
TWEAK Fn14 block = inhibitors of TWEAK-Fn14 signaling, primary screen, luciferase reporter cells, uHTS. actives 2% (n = 360,000). TWEAK-stimulated Fn14 reporter cells, luciferase luminescence, 8 h. AID 1159606, 2016. inhibition, % at 10 µM; in the data active = inhibition above about 50%
COUP-TFII inh = NR2F2 transcriptional activity inhibitors, primary screen, cell-based, luciferase reporter, HEK293T, luminescence | actives 0.7% (n = 370,000) | HEK293T NGFI-A luciferase reporter | inhibition, % at 8.6 µM | COUP transcription factor 2 (Homo sapiens), P24468;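 active = inhibition above a per-plate cutoff, mean inhibition of test wells between control levels plus 3 SD, cut at about 38% in these data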;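 note: cells cotransfected with COUP-TFII expression vector driving the NGFI-A reporter; 0% = median of COUP-TF2 test wells and 100% = reporter-only cells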
Target sequence (P24468 whole entry, looked up): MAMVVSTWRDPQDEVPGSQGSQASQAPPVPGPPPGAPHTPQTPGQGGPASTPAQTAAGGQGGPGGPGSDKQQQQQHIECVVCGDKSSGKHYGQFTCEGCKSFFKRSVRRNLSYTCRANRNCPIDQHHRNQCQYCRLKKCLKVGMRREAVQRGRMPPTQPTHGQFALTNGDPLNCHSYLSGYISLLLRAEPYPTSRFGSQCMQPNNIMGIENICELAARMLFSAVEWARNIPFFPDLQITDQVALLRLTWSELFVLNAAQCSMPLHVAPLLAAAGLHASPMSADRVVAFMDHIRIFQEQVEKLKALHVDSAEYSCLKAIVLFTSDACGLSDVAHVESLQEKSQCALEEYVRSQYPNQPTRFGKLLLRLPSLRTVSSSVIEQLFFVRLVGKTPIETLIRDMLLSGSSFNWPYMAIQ
NOD2-RIPK2 inh = NOD2-RIPK2 binding disruptors in cells, primary screen, fluorescence, CHO cells, BLA complementation | CCF4 ratio | actives 0.38% (n = 360,000) | inhibition, % at 4.98 µM | AID 624267, 2012; in the data active = inhibition above about 21%;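 note: 0% = vehicle only and 100% = reference blocker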
LRH-1 inv ag = LRH-1 (NR5A2) inverse agonists, primary screen, cell-based, luminescence, HEK293T, StAR-luciferase reporter; Nuclear receptor subfamily 5 group A member 2 (Homo sapiens), O00482; LRH-1 transfected, 24 h; inhibition, % at 3.6 µM; actives 0.13% (n = 360,000);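 active = inhibition above the mean inhibition of all tested compounds plus 3 SD, cut at about 73% in these data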;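 note: 0% = DMSO wells and 100% = reporter-only cells lacking LRH-1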
Target sequence (O00482 whole entry, looked up): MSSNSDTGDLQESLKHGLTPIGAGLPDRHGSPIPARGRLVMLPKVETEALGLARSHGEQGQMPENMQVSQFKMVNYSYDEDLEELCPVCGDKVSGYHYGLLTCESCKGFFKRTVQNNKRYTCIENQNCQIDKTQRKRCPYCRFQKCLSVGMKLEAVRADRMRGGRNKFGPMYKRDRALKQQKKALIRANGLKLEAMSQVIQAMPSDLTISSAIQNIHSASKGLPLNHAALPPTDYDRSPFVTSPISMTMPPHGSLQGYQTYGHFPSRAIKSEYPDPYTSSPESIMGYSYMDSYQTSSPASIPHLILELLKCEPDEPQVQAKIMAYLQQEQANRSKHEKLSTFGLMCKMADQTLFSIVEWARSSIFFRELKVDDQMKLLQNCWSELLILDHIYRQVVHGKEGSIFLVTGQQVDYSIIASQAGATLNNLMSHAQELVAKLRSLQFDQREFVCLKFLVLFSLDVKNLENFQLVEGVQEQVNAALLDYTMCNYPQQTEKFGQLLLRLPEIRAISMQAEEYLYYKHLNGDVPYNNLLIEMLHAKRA
ABHD5-PLIN5 inh = ABHD5-PLIN5 interaction inhibitors, primary screen, cell lysate, split luciferase complementation, luminescence; actives 0.78% (n = 360,000); inhibition, % at 4 µM; Split G. princeps luciferase complementation, 4 h;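 active = inhibition above the mean inhibition across every tested compound plus 3 SD, cut at about 22% in these data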;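 note: 0% = DMSO only wells and the 100% control is not disclosed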
Exocytosis inh = LAMP-1 surface exposure blockers, TALL-104 cells – cell-based, flow cytometry, MLPCN library, primary screen | TALL-104 LAMP-1 surface exposure; cells stimulated with thapsigargin and PMA | inhibition, % at 10 µM | actives 0.66% (n = 360,000) | AID 651702, 2012;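 active = inhibition above about 55%, limit read from the data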
NCOA3 inh = SRC3 coactivator transcriptional activity inhibitors, primary screen, cell-based, luminescence | Nuclear receptor coactivator 3 (Homo sapiens), Q9Y6Q9 | HEK293 GAL4-SRC3 luciferase reporter | inhibition, % at 3.6 µM | actives 0.17% (n = 360,000) | AID 588352, 2011;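 active = inhibition above a per-campaign cutoff, the mean of all compounds plus 3 SD, cut at about 60% in these data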;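 note: 0% = DMSO-treated cells and 100% = gossypol-treated cells at 36 µM; higher means less SRC3-driven luciferase light from the GAL4 reporter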
Starred values were filed as active, the others as inactive; . = not tested or not shown.

SMILES	TROY signal inh	SRC2 inh	NCOA1 inh	TLR9-MyD88 inh	TWEAK Fn14 block	COUP-TFII inh	NOD2-RIPK2 inh	LRH-1 inv ag	ABHD5-PLIN5 inh	Exocytosis inh	NCOA3 inh
Cc1ccc2c(c1)sc1nc(=O)n(-c3ccc(Cl)cc3)c(=O)n12	-71.0	5.6	-9.6	4.5	-32.8	-9.4	-2.3	-6.8	1.2	-1.0	8.5
CCN(CC)C(=O)c1c(C)nc2ccccn12	-0.5	.	8.2	7.0	-5.5	.	0.0	10.9	-2.9	8.4	-8.1
Cc1nnc(N(C)C(=O)Cc2ccc3c(c2)OCO3)s1	5.7	-10.8	5.7	-3.4	1.0	-14.3	-3.3	3.1	1.1	-1.4	-0.3
COc1ccc(-c2nc(-c3cccc(C)c3)[nH]c(=O)c2C#N)cc1	3.7	-15.1	-3.9	0.0	13.8	0.8	-3.2	-2.1	-1.6	-0.1	-2.9
O=c1c2ccccc2n(Cc2ccc(Cl)cc2)c(=O)n1Cc1ccco1	-23.8	-19.3	-8.2	-1.1	10.8	5.8	-13.6	13.8	1.1	3.2	-22.2
Cc1ccc2[nH]c(-c3ccccc3)c(CN3CCN(C)CC3)c(=O)c2c1	-19.0	-49.5	-7.6	9.8	14.4	-4.6	-3.2	2.4	9.8	1.6	-3.0
Cc1cccc(C)c1NC(=O)C1(C)CN(S(C)(=O)=O)CC(=O)N1CCc1ccccc1F (stereo unspecified)	.	-16.1	.	.	.	13.2	-5.0	27.8	3.8	-5.1	.
O=C(Cc1ccc(NC(=O)C2CCN(C(=O)C3CCCC3)CC2)cc1)Nc1ccc(C(=O)N2CCOCC2)cc1	-13.4	2.6	-17.6	7.3	2.1	9.0	14.6	-15.4	1.9	1.0	5.7
CSC[C@H](NC(=O)Cc1c(C)c2cc3c(C)c(C)oc3cc2oc1=O)C(=O)N[C@@H](Cc1ccccc1)C(=O)O	-15.6	.	-6.9	4.1	-3.7	.	-4.2	-20.2	1.5	4.0	16.5
O=C(CCS(=O)(=O)c1ccc(Cl)cc1)Nc1nnc(-c2cccs2)o1	-13.8	-10.6	-3.2	-8.3	-9.3	5.8	-17.1	4.1	1.2	7.2	7.2
CC(=O)Nc1ccc(S(=O)(=O)Nc2cc(S(=O)(=O)N3CCCCC3)ccc2O)cc1	-11.7	-14.9	-6.0	12.4	-4.3	8.9	3.1	0.6	0.0	-2.7	17.7
CN(C)c1ccc(O)c2c1CC1CC3[C@@H](N(C)C)C(=O)C(C(N)=O)=C(O)[C@]3(O)C(=O)C1=C2O (stereo partly specified)	-4.0	-25.2	-2.0	11.3	-12.0	8.4	-5.0	3.2	2.3	1.5	-7.2
CCC(=O)N1CCN(c2nnc(-c3ccccc3)c3ccccc23)CC1	-25.0	7.3	-5.4	-8.2	0.6	3.0	-9.2	8.7	4.8	-8.3	1.2
COc1ccc(CCn2c(=O)[nH]c3cc(C(=O)NCCCN4CCOCC4)ccc3c2=O)cc1OC	-0.1	3.5	-13.2	-5.8	3.0	9.2	-2.6	1.6	4.3	-5.0	6.5
CC(C)NC(=O)Nc1n[nH]c(Nc2ccc(Cl)cc2)n1	17.2	-4.4	-16.1	-0.5	-1.0	11.2	-5.3	-5.6	-5.5	-1.5	6.8
CC(C)(C)OC(=O)NCCCCc1cn(CC(=O)N2CCN(C(=O)OC(C)(C)C)CC2)nn1	10.0	8.0	0.3	-5.8	1.2	-1.8	-1.3	0.5	-3.2	-4.7	-1.5
O=C(Cc1cccc2ccccc12)Nc1cccnc1	7.9	-18.8	-2.0	-0.6	2.0	20.3	-3.7	11.4	1.2	-1.2	-4.2
O=C(NCc1ccc(F)cc1)C(=O)NCC1OCCCN1S(=O)(=O)c1cccs1 (stereo unspecified)	-4.1	3.1	4.4	0.7	-17.9	7.0	-11.5	15.9	5.5	-1.1	12.0
COc1ccccc1NC(=O)c1csc2c1CCC(C)C2 (stereo unspecified)	-33.4	-22.3	-21.1	1.3	-24.7	-2.0	-12.7	-36.6	-10.1	-1.1	-34.8
O=C(CSc1nc2ncccc2[nH]1)NCc1ccccc1	-2.3	7.1	-6.0	-7.4	11.9	2.0	-1.0	-4.5	1.5	-8.5	-6.9
COC(=O)c1cccc(-c2ccc(/C=N/N3C(=O)C4C5C=CC(C6CC56)C4C3=O)o2)c1 (stereo unspecified)	19.8	-17.3	-1.4	-3.1	-7.0	-11.6	4.5	-14.9	-0.1	-0.2	1.1
Cc1ccc(-c2csc(N/N=C/c3ccco3)n2)cc1	-11.8	-35.0	-49.6	2.1	3.7	-3.8	-6.8	-71.7	-6.7	-3.3	-57.9
O=c1c2ccccc2nnn1CSc1nc2ccccc2[nH]1	-43.7	-22.4	-64.1	-3.3	-5.1	-26.9	0.1	-115.2	-3.3	3.1	-56.3
CCOC(=O)c1cc(NC(=O)N(C)C2CCCCC2)c(C)nc1C	-6.7	-14.7	-5.4	5.5	-9.1	1.8	1.8	14.2	5.2	-7.0	8.3
COc1ccc(-c2nnc(-c3ccc4ccccc4c3)o2)cc1	-33.4	-47.8	-25.5	-5.3	5.1	-40.3	-3.6	-54.0	6.2	8.8	-27.8
O=c1[nH][nH]c2c1C(C1CCCCC1)OC(C1CCCCC1)C2 (stereo unspecified)	21.3	-32.3	.	.	25.4	8.8	-0.8	5.0	-11.5	-9.0	.
COc1ccc(CNC(=O)/C=C/[C@H]2O[C@@H](n3cnc4c(NC(=O)c5ccccc5)ncnc43)[C@H](O)[C@@H]2O)cc1	13.3	-5.3	12.8	.	-6.0	-11.8	1.6	5.6	1.9	3.6	8.6
Cc1ccc(S(=O)(=O)N(C)CC(=O)NNC(=O)Cc2cccc(F)c2)cc1	-10.0	-25.4	-17.9	-3.0	8.7	7.6	1.3	-9.2	-5.4	1.1	-15.9
COc1cc(/C=N/Nc2ccc(F)cc2F)cc(OC)c1OC	-9.6	-34.6	3.8	-3.6	-9.5	-2.1	-7.4	-8.4	-0.4	0.6	22.8
CSc1c(-c2ccccc2)nc2ccc(Cl)cc2c1C(=O)O	11.1	-36.9	-37.4	-5.2	2.2	-15.1	-2.4	-3.2	3.9	-4.3	0.2
COCCN1C(=O)c2ccccc2C1c1nnnn1C(C)C (stereo unspecified)	-2.4	14.7	.	.	21.4	-14.5	3.9	-5.0	9.8	-3.5	.
Cc1c(NC(=O)COC(=O)C2(c3ccc(F)cc3)CCCC2)c(=O)n(-c2ccccc2)n1C	-7.7	-0.7	-2.2	-1.5	5.8	-24.0	1.1	-4.5	-0.7	2.4	-21.3
CC(=O)c1cccc(N(C(=O)Cn2nnc3ccccc32)C(C(=O)NC2CCCCC2)c2cn(C)nc2C)c1 (stereo unspecified)	-4.3	-25.0	19.5	-7.1	7.7	5.3	-2.5	25.4	0.5	0.2	4.1
Cc1ccc(OCC(=O)Oc2ccc(C(C)C)cc2)cc1	3.1	-2.0	-9.1	-5.8	6.0	0.4	1.9	1.9	-1.8	5.0	1.9
CC(C)CCN(C(=O)c1ccccn1)c1c(N)n(Cc2ccccc2)c(=O)[nH]c1=O	7.2	-5.0	-13.3	1.0	3.0	6.4	1.0	3.9	-9.3	-0.3	-31.6
COCCCn1c(SCC(=O)Nc2sc3c(c2C#N)CCCC3)nnc1-c1ccncc1	-20.2	16.4	-31.6	3.9	2.5	-5.2	-5.2	-1.6	6.4	11.0	10.4
COc1ccccc1Cn1c(C)nc2ccccc21	-4.7	2.0	10.5	.	-6.8	-14.0	-4.9	-13.3	2.1	-3.4	-6.5
COC(=O)c1cccc(NC(=O)c2ccc3c(c2)C(=O)N(C(C)(C)C)C3=O)c1	31.9	-3.7	-28.6	-4.5	15.1	8.7	-4.8	7.9	-0.9	19.1	-5.6
COC(=O)N1CCN(c2ccc(OC)cc2)CC1	7.0	-1.1	-5.7	4.3	-5.9	-40.3	-2.8	2.6	0.5	0.0	-4.4
Cc1nnc2n(C)c(=O)c3c4c(sc3n12)COC(C)(C)C4	9.7	-14.1	6.0	0.6	-14.0	13.3	-2.3	16.9	-6.9	-2.1	10.8
COc1ccc(CC(CC(=O)O)C(=O)Nc2ccccc2)cc1 (stereo unspecified)	-2.6	-15.8	11.6	0.5	5.1	8.9	-7.0	-7.2	-4.6	0.0	-9.8
Cc1nn2c3ccccc3n(CC(=O)c3cccs3)c2nc1=O	-6.1	0.4	-12.9	9.2	-4.3	5.3	-7.6	-33.9	2.2	-3.2	-16.5
O=C(Nc1ccc(F)c(Cl)c1)C1CC(=O)n2c(nc3ccccc32)N1 (stereo unspecified)	-7.1	8.9	-7.8	5.5	-6.5	-19.3	-2.2	11.0	3.6	-1.2	4.5
COc1ccc2c(c1)c1nnc(SCC(=O)Nc3ccccc3F)nc1n2C	-13.3	-8.3	-14.1	-2.3	-16.2	0.2	-1.0	8.2	3.6	-2.6	6.9
COc1cccc(-c2cnc3c(NC=O)cc(-c4cccc(NC(C)=O)c4)cn23)c1	61.4*	-38.1	-9.9	.	30.3	-17.6	3.4	11.0	-2.9	2.9	-5.3
NC(=O)c1cc(-c2csc(NCCc3ccccc3)n2)ccc1O	-9.9	9.3	-18.4	-12.2	13.5	-11.3	-4.6	3.6	-3.3	27.2	-9.9
COc1ccc(CCNC(=O)CN(c2cc(OC)ccc2OC)S(=O)(=O)c2ccccc2)cc1	-21.0	18.1	-24.7	-3.4	5.4	2.3	-4.0	7.9	3.1	-0.1	5.8
Cc1nn(C(C)C)c(C)c1[C@@H]1C[C@H]2CN(Cc3cccc(Cl)c3)C(=O)[C@]23CCCN13	-7.4	0.6	4.6	6.5	6.6	13.8	0.9	-11.6	3.3	6.3	8.7

Given in markdown: part of the list above.
| SMILES | TROY signal inh | SRC2 inh | NCOA1 inh | TLR9-MyD88 inh | TWEAK Fn14 block | COUP-TFII inh | NOD2-RIPK2 inh | LRH-1 inv ag | ABHD5-PLIN5 inh | Exocytosis inh | NCOA3 inh |
| --- | --- | --- | --- | --- | --- | --- | --- | --- | --- | --- | --- |
| Cc1nnc2n(C)c(=O)c3c4c(sc3n12)COC(C)(C)C4 | 9.7 | -14.1 | 6.0 | 0.6 | -14.0 | 13.3 | -2.3 | 16.9 | -6.9 | -2.1 | 10.8 |
| COc1ccc(CC(CC(=O)O)C(=O)Nc2ccccc2)cc1 (stereo unspecified) | -2.6 | -15.8 | 11.6 | 0.5 | 5.1 | 8.9 | -7.0 | -7.2 | -4.6 | 0.0 | -9.8 |
| Cc1nn2c3ccccc3n(CC(=O)c3cccs3)c2nc1=O | -6.1 | 0.4 | -12.9 | 9.2 | -4.3 | 5.3 | -7.6 | -33.9 | 2.2 | -3.2 | -16.5 |
| O=C(Nc1ccc(F)c(Cl)c1)C1CC(=O)n2c(nc3ccccc32)N1 (stereo unspecified) | -7.1 | 8.9 | -7.8 | 5.5 | -6.5 | -19.3 | -2.2 | 11.0 | 3.6 | -1.2 | 4.5 |

These rows are one share of the data; rates above refer to the full screens.
